TRPC4 act: activators of mouse TRPC4 channel | Q9QUQ5 | actives 0.49% (n = 310,000) | HEK293 TRPC4beta/mu-opioid, Fluo4 calcium fluorescence; stronger effect = higher value | B-score at 10 µM;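 active = B-score above 5 SD of library B-scores, and initial fluorescence ratio not above library mean plus 5 SD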;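 also: positive B-score marks a calcium rise read as TRPC4 activation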
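System: HEK293 cells stably co-expressing mouse TRPC4beta and mu-opioid receptor; Schedule: Fluo4 dye loading 45 min at room temperature, 110 s recording; Detection: Fluo4 fluorescence, kinetic; Evaluation: B-scored integrated calcium fluorescence ratio; Controls: buffer (low) and maximal DAMGO (high).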
hERG protect: hERG (human) protection from proarrhythmic block; actives 0.51% (n = 310,000); activation (rescue from dofetilide block), less the hit threshold, % at 10 µM; CHO-hERG, FluxOR thallium flux, dofetilide IC70 present;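 active = activation above the mean of controls blocked by dofetilide plus 5 SD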;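 also: thallium influx through hERG after potassium depolarization seen as dye fluorescence rise; in these data hits start at about 4.7%; inactives centre near -7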
TRPC4 inh: blocks the mouse TRPC4 cation channel. actives 0.39% (n = 300,000). Q9QUQ5. B-score at 10 µM. HEK293 TRPC4beta/mu-opioid, DAMGO-evoked Fluo4 calcium flux; stronger effect = lower value;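 active = B-score over 3 SD under the library average, no early fluorescence shift, positive overall ratio signal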
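material = TRPC4beta/mu-opioid receptor HEK293 cell line | probe or stimulus = sequential submaximal and maximal DAMGO stimulation | compound dosing = one concentration per compound | measured by = Fluo4 Ca2+ flux fluorescence | evaluation = integrated fluorescence ratio relative to baseline, converted to per-well B score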
KCNQ1 act: human KCNQ1 channel potentiation or activation | P51787 | actives 0.35% (n = 310,000) | AID 2648 | CHO-K1 KCNQ1, thallium flux FluxOR fluorescence; stronger effect = higher value | B-score at 10 µM;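 active = fluorescence ratio B-score, a plate-corrected score, at least three library SD, with initial intensity B-score within 5 SD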
Target sequence (P51787 whole entry, looked up): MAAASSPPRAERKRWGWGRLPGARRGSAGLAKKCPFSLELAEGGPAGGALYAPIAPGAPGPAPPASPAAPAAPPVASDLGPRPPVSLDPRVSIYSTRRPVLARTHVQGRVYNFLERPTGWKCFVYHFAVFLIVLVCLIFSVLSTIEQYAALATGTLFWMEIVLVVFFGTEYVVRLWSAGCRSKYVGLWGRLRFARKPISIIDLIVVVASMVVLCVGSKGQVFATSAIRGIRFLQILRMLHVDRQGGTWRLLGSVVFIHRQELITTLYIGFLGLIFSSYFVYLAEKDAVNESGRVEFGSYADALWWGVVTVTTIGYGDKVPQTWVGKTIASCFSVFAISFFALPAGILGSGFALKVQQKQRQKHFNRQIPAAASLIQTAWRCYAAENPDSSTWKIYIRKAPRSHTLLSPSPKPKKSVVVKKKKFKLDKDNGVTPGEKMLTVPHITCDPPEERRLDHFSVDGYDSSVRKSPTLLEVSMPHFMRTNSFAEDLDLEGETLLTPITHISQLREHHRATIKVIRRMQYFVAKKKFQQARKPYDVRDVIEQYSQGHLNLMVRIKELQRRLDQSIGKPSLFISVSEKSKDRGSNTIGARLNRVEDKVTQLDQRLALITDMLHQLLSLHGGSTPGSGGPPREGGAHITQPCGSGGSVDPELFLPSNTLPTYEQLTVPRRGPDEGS
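assay system = KCNQ1-transfected CHO-K1 cells | medium = assay buffer with matched DMSO | probe or stimulus = depolarizing K+/Tl+ stimulus, K2SO4 and Tl2SO4 each 12.5 mM in 5x stock | dosing = single dose | incubation = dye 90 min, compound 20 min, room temperature | detection = kinetic FluxOR fluorescence, 10 s baseline plus 110 s post-stimulus | evaluation = ratio B score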
DYRK1A inh: Dyrk1A (rat) kinase inhibition. actives 0.43% (n = 310,000). inhibition, % at 12.5 µM. ADP-Glo luminescence, NFATc1 peptide. Q63470. AID 504441; in the data active = inhibition above about 50%;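 also: plate controls were vehicle with enzyme for no effect and no enzyme for full effect; many of its hits are not listed in these tables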
KCNK9 inh: human KCNK9 channel inhibition; Q9NPC2; HEK293 KCNK9, FluxOR thallium flux fluorescence; stronger effect = lower value; B-score at 10 µM; actives 1.2% (n = 310,000); AID 488922;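 active = ratio B-score over 3 SD below the library mean, with starting fluorescence within 5 SD of its mean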;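 also: negative B-score means less thallium flux so channel inhibition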
KCNQ1 block: blocks the human KCNQ1 potassium channel. P51787. CHO-K1 KCNQ1, FluxOR thallium flux fluorescence; stronger effect = higher value. B-score at 10 µM. actives 1.3% (n = 310,000). AID 2642;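 active = compounds whose thallium flux B-score, printed positive for inhibition, exceeds three library SD while starting fluorescence stays within three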;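 also: channel opened by potassium depolarization with thallium stimulus after 20 min compound exposure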
KCNK3 inh: human KCNK3 channel inhibition, primary screen | actives 0.84% (n = 340,000) | B-score at 10 µM | CHO-KCNK3 thallium flux, FluxOR fluorescence; stronger effect = lower value | AID 602410 | O14649;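 active = B-score under library mean minus 4 SD, starting fluorescence ratio at most library mean plus 5 SD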;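 also: more negative B-score means stronger inhibition of thallium flux through KCNK3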
Target sequence (O14649 whole entry, looked up): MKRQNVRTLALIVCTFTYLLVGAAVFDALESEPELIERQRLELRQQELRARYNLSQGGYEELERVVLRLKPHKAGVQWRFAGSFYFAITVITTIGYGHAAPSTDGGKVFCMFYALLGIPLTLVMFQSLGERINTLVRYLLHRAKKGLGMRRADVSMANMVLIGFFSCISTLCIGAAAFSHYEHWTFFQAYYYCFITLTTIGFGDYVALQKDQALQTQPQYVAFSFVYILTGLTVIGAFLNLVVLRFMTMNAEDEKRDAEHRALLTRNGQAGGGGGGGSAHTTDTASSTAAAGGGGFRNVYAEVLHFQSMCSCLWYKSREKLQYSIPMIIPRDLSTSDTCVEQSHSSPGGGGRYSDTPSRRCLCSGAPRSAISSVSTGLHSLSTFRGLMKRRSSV
PolyA inh: yeast polyadenylation inhibition; S. cerevisiae SKY197-pL101 polyadenylation reporter, beta-gal luminescence; efflux-impaired pdr1/pdr3 knockout yeast; score 100 = 6 SD above DMSO; calls only at 12 µM; actives 0.02% (n = 300,000); AID 1875;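 active = lowest replicate activity score at least 50, where 100 means six control SD above control mean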;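 also: yeast exposed to compound for 9 h at 30 °C; higher score means more reporter readthrough which indicates perturbed polyadenylation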
Platelet DG rel: modulates dense granule release in human platelets; human platelet-rich plasma, SFLLRN dense granule ATP release, luminescence; inhibition, %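 (compounds screened at 7.5 µM in platelet-rich plasma)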; actives 0.22% (n = 300,000);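 active = mean replicate score, as percent of positive control, at or above 50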
TRPC4 PAM: allosterically enhances the mouse TRPC4 cation channel. actives 0.42% (n = 310,000). B-score at 10 µM. Q9QUQ5. HEK293 TRPC4beta/mu-opioid, DAMGO EC20, Fluo-4 Ca2+ flux; stronger effect = higher value;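 active = B-score of calcium response area above 5 SD of library B-scores, with initial fluorescence ratio within 5 SD of library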;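 also: B-score of integrated fluorescence ratio over time as area under calcium response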
* = called active by the depositor; i = inactive; / = not tested or not shown. The list is partial; rates above refer to the full screens.

1. C=CCN(c1ccc(C(=O)Nc2cccc([N+](=O)[O-])c2)cc1)S(C)(=O)=O
2. O=C(O)C1CC(=O)N(CCc2ccccc2)C1 (stereo unspecified)
3. Cc1ccc(C2c3[nH]c4ccccc4c3C[C@H]3C(=O)N(c4ccccc4C(=O)NCCCN4CCOCC4)C(=O)N23)cc1 (stereo partly specified)
4. COc1ccc(-c2noc(CCC(=O)NCCCN3CCC(Cc4ccccc4)CC3)n2)cc1
5. Cc1ccc2c(c1)nnn2C1CCN(CC(=O)NCCc2nc3ccccc3[nH]2)CC1
6. CN(Cc1cccs1)C(=O)Cc1csc(-c2ccccc2)n1
7. Cn1c(=O)c2c(Nc3ccc(F)cc3)cc(=O)n(-c3ccccc3)c2n(C)c1=O
8. CC(=O)NS(=O)(=O)c1ccc(NC(=O)CN2C(=O)C3C4C=CC(C4)C3C2=O)cc1 (stereo unspecified)

compound no.	1	2	3	4	5	6	7	8
TRPC4 act	i	i	i	i	i	i	i	i
hERG protect	-4.6	-6.8	-9.8	-10.0	-6.4	-23.1	-4.8	-7.1
TRPC4 inh	i	i	i	i	i	i	i	i
KCNQ1 act	i	i	i	i	i	i	i	i
DYRK1A inh	2.0	16.7	-0.5	-1.2	/	7.9	/	-2.2
KCNK9 inh	i	i	i	i	i	i	i	i
KCNQ1 block	i	i	i	i	i	i	i	i
KCNK3 inh	i	i	i	i	i	i	i	i
PolyA inh	i	i	i	i	i	i	i	i
Platelet DG rel	-1.0	-1.5	0.3	-1.7	3.6	5.4	3.4	-24.9
TRPC4 PAM	i	i	i	i	i	i	i	i

9. CCOCCCN(C(=O)Cn1nnc2ccccc21)C(C(=O)NCc1ccco1)c1ccncc1 (stereo unspecified)
10. CCN1C(=O)N/C(=C/c2ccc(C)o2)C1=O
11. COc1ccc(S(=O)(=O)NC(C)(C)C)cc1-c1nnc2c3ccccc3c(C)nn12
12. COc1ccc(/C=N/n2nnnc2N)c(OC)c1
13. COCCN(Cc1cc2cc(C)c(C)cc2nc1Cl)C(=O)N1CCOCC1
14. O=C(Nc1cccc(-c2nc3ncccc3o2)c1)c1ccco1
15. COc1ccc(C2CC(c3cccs3)=NN2C(=O)CSc2nc(=O)n3cc(C)ccc3n2)cc1 (stereo unspecified)
16. Cc1ccc2nc(SCC(=O)N3CCCCCC3)nc(=O)n2c1

compound no.	9	10	11	12	13	14	15	16
TRPC4 act	i	i	i	i	i	i	i	i
hERG protect	-2.6	-10.4	-17.9	-4.4	-1.2	-10.0	-8.5	3.3
TRPC4 inh	i	i	i	i	i	i	i	i
KCNQ1 act	i	i	i	i	i	i	i	i
DYRK1A inh	0.2	0.2	1.3	-2.2	0.0	16.6	-4.2	12.7
KCNK9 inh	i	i	i	i	i	i	i	i
KCNQ1 block	i	i	i	i	i	i	i	i
KCNK3 inh	i	i	i	i	i	i	i	i
PolyA inh	/	i	i	i	i	i	i	i
Platelet DG rel	/	5.4	8.8	3.1	4.3	-1.6	4.7	5.4
TRPC4 PAM	i	i	i	i	i	i	i	i

17. COc1ccccc1N1C(=O)C2C3CC(c4ccccc4)C(C3)C2C1=O (stereo unspecified)
18. C/C(Cl)=C/Cn1c(NCCCn2ccnc2)nc2c1c(=O)[nH]c(=O)n2C
19. CC(C)C(NS(=O)(=O)c1cccc(C(F)(F)F)c1)C(=O)O (stereo unspecified)
20. CCN1C(=O)CC2(C[N+]3(C)CCC2CC3)C1=O (stereo unspecified)
21. Cc1c(C(=O)NCCN2C(=O)S/C(=C\c3cccs3)C2=O)cccc1[N+](=O)[O-]
22. COc1ccc(N(CC(=O)NCCSC2CCCCC2)S(C)(=O)=O)c(OC)c1
23. O=C(C1CCN(S(=O)(=O)c2cccc3nsnc23)CC1)N1CCCc2ccccc21
24. O=[N+]([O-])c1ccc(N2CCN(CCO)CC2)c2ncccc12

compound no.	17	18	19	20	21	22	23	24
TRPC4 act	i	i	i	i	i	i	i	56*
hERG protect	-8.0	-8.1	-13.8	-10.7	-5.7	-9.5	-6.1	-10.1
TRPC4 inh	i	i	i	i	i	i	i	i
KCNQ1 act	i	i	i	i	i	i	i	i
DYRK1A inh	4.2	1.5	-1.4	-2.1	/	3.1	/	3.9
KCNK9 inh	i	i	i	i	i	i	i	i
KCNQ1 block	i	i	i	i	i	i	i	i
KCNK3 inh	i	i	i	i	i	i	i	i
PolyA inh	i	i	i	i	i	i	i	/
Platelet DG rel	-12.9	/	5.7	-7.3	-34.3	-1.9	-8.5	10.8
TRPC4 PAM	i	i	i	i	i	i	i	21*

25. COc1cccc(NS(=O)(=O)c2ccc(S(=O)(=O)N3CCOCC3)cc2)c1
26. O=C(CSc1nccc(=O)[nH]1)NC1CCCC1
27. CN(C)c1ccc(C(C[N+](=O)[O-])c2c(N)n(C)c(=O)n(C)c2=O)c(F)c1C#N (stereo unspecified)
28. Cc1ccc(NC2CCCN(C(=O)c3ccccc3N3CCOCC3)C2)cc1C (stereo unspecified)
29. Cc1nnc2sc(-c3ccc(NC(=O)CSc4ccc(Cl)cc4)cc3)nn12
30. Cc1cccc2c1-c1sc(C(=O)Nc3ccccc3N3CCN(C)CC3)cc1CO2
31. CC(C)CN(CCNC(=O)CN1C(=O)COc2ccc(S(=O)(=O)N3CCOCC3)cc21)CC(C)C
32. O=C(Nc1ccc(S(=O)(=O)Nc2nccs2)cc1)c1nn(-c2ccccc2)ccc1=O

compound no.	25	26	27	28	29	30	31	32
TRPC4 act	i	i	i	i	i	i	i	i
hERG protect	-9.7	-4.6	-11.0	-6.8	-6.7	-28.8	-9.1	-5.2
TRPC4 inh	i	i	i	i	i	i	i	i
KCNQ1 act	i	i	i	i	i	i	i	i
DYRK1A inh	-6.5	1.9	-0.6	-3.2	5.7	-4.4	-1.8	0.1
KCNK9 inh	i	i	i	i	i	i	i	i
KCNQ1 block	i	i	i	i	i	i	i	i
KCNK3 inh	i	i	i	i	i	i	i	i
PolyA inh	i	i	/	i	i	i	i	i
Platelet DG rel	10.4	11.1	1.9	2.1	3.0	1.5	-9.3	1.0
TRPC4 PAM	i	i	i	i	i	i	i	i

Brought forward from above: two compounds; new compounds follow.
31. CC(C)CN(CCNC(=O)CN1C(=O)COc2ccc(S(=O)(=O)N3CCOCC3)cc21)CC(C)C
32. O=C(Nc1ccc(S(=O)(=O)Nc2nccs2)cc1)c1nn(-c2ccccc2)ccc1=O
33. CC1CC(C)CN(c2ncc3c(n2)CC(c2ccccc2Cl)CC3=O)C1 (stereo unspecified)
34. COc1cc(/C=N/NC(=O)c2ccc(NC(=O)C3CC3)cc2)ccc1OC(C)=O
35. COc1ccc(Cn2nnnc2C(c2ccccc2)N2CCN(C3CCCC3)CC2)cc1 (stereo unspecified)
36. CCc1ccc(C(=O)C(C)OC(=O)c2nc3nc(C)cc(C)n3n2)cc1 (stereo unspecified)
37. O=C(N/N=C/c1cccn1-c1ccc([N+](=O)[O-])cc1)C(O)c1ccccc1 (stereo unspecified)
38. CN(C)c1nc2n(c(=O)n1)CCO2
39. Fc1ccccc1NC(=S)Nc1cccc2cnccc12
40. CCOC(=O)c1c(SC)[nH]c2c(Cl)cccc2c1=O

compound no.	31	32	33	34	35	36	37	38	39	40
TRPC4 act	i	i	i	i	i	i	i	i	i	i
hERG protect	-9.1	-5.2	-12.4	-3.6	-6.8	-11.7	-6.5	-4.2	-8.5	-5.9
TRPC4 inh	i	i	i	i	i	i	i	i	i	i
KCNQ1 act	i	i	i	i	i	i	i	i	i	i
DYRK1A inh	-1.8	0.1	0.0	4.4	-3.7	-1.6	8.2	-19.9	64.9*	-2.8
KCNK9 inh	i	i	i	i	i	i	i	i	i	i
KCNQ1 block	i	i	i	i	i	i	i	i	i	i
KCNK3 inh	i	i	i	i	i	i	i	i	i	i
PolyA inh	i	i	i	i	i	i	i	i	i	i
Platelet DG rel	-9.3	1.0	-6.1	8.1	1.3	6.0	0.6	-5.5	7.3	-25.1
TRPC4 PAM	i	i	i	i	i	i	i	i	i	i

41. CC(C)N1C(=O)C2C(C(=O)NCc3ccccc3)C3C=CC2(O3)C1C(=O)NC(C)(C)C (stereo unspecified)
42. CC(=O)Nc1ccc(S(=O)(=O)N2CCCC(C(=O)N3CCN(c4ccccc4)CC3)C2)cc1 (stereo unspecified)
43. COc1cc(SC)ccc1C(=O)NC1CCCc2ccccc21 (stereo unspecified)
44. C/C(=N/N1CCN(c2ccccn2)CC1)c1cccc([N+](=O)[O-])c1
45. CCCCc1nc(SCC(=O)Nc2ccc(S(N)(=O)=O)cc2)n[nH]1
46. O=[N+]([O-])c1cccc2ccc(/C=C/c3cccc(Br)c3)nc12
47. Cn1c(CC(=O)Nc2ccc(F)cc2)nnc1SCC(=O)NC1CCCCC1
48. CCn1c(=O)n(CC)c2cc(N3CCCC3)c(NC(=O)c3ccc(C)c([N+](=O)[O-])c3)cc21

compound no.	41	42	43	44	45	46	47	48
TRPC4 act	i	i	i	i	i	i	i	i
hERG protect	-11.8	-7.9	-4.0	-4.2	-5.8	-8.1	-1.5	-3.9
TRPC4 inh	i	i	i	i	i	i	i	i
KCNQ1 act	i	i	i	i	i	i	i	i
DYRK1A inh	4.9	-1.6	5.2	-3.3	3.0	-3.9	-5.0	-5.9
KCNK9 inh	i	i	i	i	i	i	i	i
KCNQ1 block	i	i	i	i	i	i	i	i
KCNK3 inh	i	i	i	i	i	i	i	i
PolyA inh	i	i	i	i	i	i	i	i
Platelet DG rel	1.5	35.1	-8.7	-1.9	5.8	2.2	-5.9	11.8
TRPC4 PAM	i	i	i	i	i	i	i	i

Just Platelet DG rel and TRPC4 PAM, for 3 of the compounds above:
# | structure | Platelet DG rel | TRPC4 PAM
2 | O=C(O)C1CC(=O)N(CCc2ccccc2)C1 (stereo unspecified) | -1.5 | i
16 | Cc1ccc2nc(SCC(=O)N3CCCCCC3)nc(=O)n2c1 | 5.4 | i
42 | CC(=O)Nc1ccc(S(=O)(=O)N2CCCC(C(=O)N3CCN(c4ccccc4)CC3)C2)cc1 (stereo unspecified) | 35.1 | i

Screening results (PubChem)
